# Screening data from PubChem.
# DSG3 Ab inh = human desmoglein-3 autoantibody binding inhibition; DSG3-coupled beads, scFv-anti-DSG3-GFP binding, flow cytometry; active compounds read low; 310,000 compounds, 0.48% hits; P32926; binding (percent of control), % at 10 µM; AID 588358;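 active = binding more than 3 SD below its plate's average and above zero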;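 note: hits lower antibody fragment binding to DSG3; some compounds called inactive have numbers as strong as hits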
# Target sequence (P32926 whole entry, looked up, the tested form may be a part): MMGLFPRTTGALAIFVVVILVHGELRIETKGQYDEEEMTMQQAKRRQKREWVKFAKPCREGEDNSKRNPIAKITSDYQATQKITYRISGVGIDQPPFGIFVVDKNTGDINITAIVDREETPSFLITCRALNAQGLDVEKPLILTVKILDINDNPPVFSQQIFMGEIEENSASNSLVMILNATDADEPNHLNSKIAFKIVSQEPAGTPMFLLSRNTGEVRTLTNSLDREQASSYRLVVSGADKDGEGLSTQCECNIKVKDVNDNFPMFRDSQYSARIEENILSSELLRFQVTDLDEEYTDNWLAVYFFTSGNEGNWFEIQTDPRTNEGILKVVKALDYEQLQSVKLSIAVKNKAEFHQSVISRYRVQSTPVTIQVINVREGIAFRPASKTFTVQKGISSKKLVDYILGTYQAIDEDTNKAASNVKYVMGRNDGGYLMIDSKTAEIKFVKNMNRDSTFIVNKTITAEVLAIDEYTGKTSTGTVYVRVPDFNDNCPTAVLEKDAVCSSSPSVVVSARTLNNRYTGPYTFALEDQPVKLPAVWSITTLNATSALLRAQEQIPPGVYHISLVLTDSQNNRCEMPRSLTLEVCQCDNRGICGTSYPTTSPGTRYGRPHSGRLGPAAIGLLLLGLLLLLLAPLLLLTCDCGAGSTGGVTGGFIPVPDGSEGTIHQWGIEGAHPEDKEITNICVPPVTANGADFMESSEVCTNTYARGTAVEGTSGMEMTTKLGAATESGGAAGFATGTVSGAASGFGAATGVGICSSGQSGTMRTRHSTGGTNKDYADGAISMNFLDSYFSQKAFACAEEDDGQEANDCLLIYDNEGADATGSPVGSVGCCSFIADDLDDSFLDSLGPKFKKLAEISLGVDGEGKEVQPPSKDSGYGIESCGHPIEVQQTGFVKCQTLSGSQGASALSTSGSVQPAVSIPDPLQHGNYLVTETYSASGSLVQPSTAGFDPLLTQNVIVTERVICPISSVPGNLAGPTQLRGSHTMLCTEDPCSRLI
# HTR5A ag = activates human HTR5A in OPRM1-OPRD1 agonist counter-screen. HTR5A agonist assay, luminescence, cell-based. activation, % at 9.3 µM. 340,000 compounds, 0.61% hits. AID 504692; in the data active = activation mostly above about 9.5%, no sharp cut-off; inactive = mostly below about 7.6%;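 note: 0% = cells with vehicle only and 100% = reference agonist; strong numbers were not always called active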
# HTR5A inv ag = HTR5A inverse agonism, opioid heterodimer counter-screen | 340,000 compounds, 0.083% hits | AID 504634 | inhibition, % at 9.3 µM | HTR5A cell line, luminescence | P47898; in the data active = inhibition mostly above about 23%, no sharp cut-off; inactive = mostly below about 18%;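 note: 0% = cells with DMSO and 100% = no-cell wells with DMSO; some compounds called inactive have numbers as strong as hits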
# PKA-R1A activ = activators of PKA-R1A complex | PKA-R1A dissociation, Cy5-IP20 fluorescence polarization; scaled: DMSO 0%, 113 µM cGMP 100% | P00514+P68181 | 340,000 compounds, 0.083% hits | activation, % at 11.4 µM;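 active = percent activation above the mean of all tested compounds plus 3 SD, cut at about 19% in these data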;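 note: higher means more PKAc released from R1A so a rise in polarization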
# MOR-DOR ag = OPRM1-OPRD1 heterodimerization agonism. cells, luminescence. activation, % at 9.3 µM. P35372+P41143. 340,000 compounds, 0.3% hits; in the data active = activation above about 18%;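 note: 0% = vehicle-treated cells and 100% = reference agonist; values of inactives mirror those of a sister screen read the other way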
# phage Ecoli inh = E. coli growth loss with phage present. growth absorbance. inhibition, % at 11.9 µM. 360,000 compounds, 0.26% hits; in the data active = inhibition above about 11%
# E coli growth = counter-screen for AddAB inhibitors: E. coli growth inhibition. inhibition, % at 11.9 µM. E. coli V3065 growth, OD600 absorbance, 18 h. 330,000 compounds, 0.27% hits;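 active = inhibition above the campaign's mean inhibition across all tested compounds plus 3 SD, cut at about 9.9% in these data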;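 note: uninfected addAB+ strain grown without phage in ampicillin broth; 0% = DMSO wells and 100% = ciprofloxacin 0.95 µg/ml wells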
# PfHsp90 set2 = inhibits growth of yeast expressing Plasmodium falciparum Hsp90. S. cerevisiae expressing PfHsp90, BacTiter-Glo ATP, 48 h; yeast lacking PDR1 and PDR3 efflux regulators. inhibition, % at 9.4 µM. 310,000 compounds, 0.32% hits. AID 504621;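 active = every replicate shows inhibition above about 80%, whatever the replicate mean, limit read from the data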;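 note: 0% = DMSO neutral controls and 100% = 20 µM radicicol positive controls; yeast relying on Plasmodium falciparum Hsp90 in place of its own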
# Mot1-301 SUMO = SUMOylation pathway inhibition by Mot1-301 growth rescue; S. cerevisiae Mot1-301 growth rescue, ATP luminescence, 38.5C; percent above DMSO median, 100 means doubled; growth rescue, % at 18.8 µM; 320,000 compounds, 1% hits;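 active = every valid replicate shows activation above 250% relative to neutral control wells; inactive = the rest, any valid replicate at or below 250%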;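 note: OY570 slx delta 5 strain wells were the positive control but not used for scaling; some compounds called inactive have numbers as strong as hits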
# MOR-DOR inv ag = inverse agonist of human OPRM1-OPRD1 heterodimerization; P35372+P41143; cell-based MOR-DOR heterodimer luminescence, inverse agonism; inhibition, % at 9.3 µM; 340,000 compounds, 0.21% hits; AID 504357; in the data active = inhibition above about 22%, passing the limit was not always enough;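 note: 0% = cells with DMSO and 100% = wells without cells with DMSO; values of inactives mirror those of a sister screen read the other way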
# AddAB inh = less growth of phage-infected E. coli with AddAB; E. coli expressing H. pylori AddAB, absorbance growth; inhibition, % at 11.9 µM; 330,000 compounds, 0.29% hits; AID 435030; in the data active = inhibition above about 12%;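 note: 0% = vehicle wells of infected cells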
# The depositor's hits bear a star; · = no result given.
SMILES,DSG3 Ab inh,HTR5A ag,HTR5A inv ag,PKA-R1A activ,MOR-DOR ag,phage Ecoli inh,E coli growth,PfHsp90 set2,Mot1-301 SUMO,MOR-DOR inv ag,AddAB inh
COc1ccccc1NC(=O)Cc1csc(NC(=O)c2ccccc2)n1,86,0,-1,4,1.5,3.9,4.1,·,-7,-11,2.7
N#Cc1c(C(F)(F)F)cc(-c2ccc(Cl)cc2)[nH]c1=O,·,-1,14,3,-1.2,5.0,2.5,-18,-7,6,2.8
CN1C(=O)NC(c2cccc([N+](=O)[O-])c2)C2=C1CC(C)(C)CC2=O (centres undefined),109,2,-9,-6,1.1,3.1,1.4,0,33,-5,-0.7
CCOC(=O)c1cc(CC)sc1NC(=O)C1CC(=O)NN1Cc1ccccc1 (centres undefined),98,2,-11,-11,4.8,3.7,0.5,-13,-19,-33,1.4
CC(C)=CCCC(C)CN1CCC(N2CCC(C(=O)NC(C)C)CC2)CC1 (centres undefined),119,1,11,-12,-0.7,2.6,-2.3,0,1,3,0.5
COc1ccc(OC)c(NC(=O)NCCCCc2ccccc2)c1,94,4,0,-20,-1.3,3.6,0.5,0,6,7,2.9
Cc1noc(C(=O)Nc2cccnc2Cl)c1Cl,102,-1,3,-6,-2.4,1.8,·,3,15,11,·
O=C(NC(=S)N1CCN(c2ccc(O)cc2)CC1)c1ccco1,88,-1,5,3,0.3,2.9,-1.4,·,-7,-2,-0.1
COc1ccc(NC(=O)C2CC(=O)OC2c2ccccc2)cc1 (centres undefined),100,-3,-7,0,0.0,1.2,0.4,-15,21,0,0.5
CN(CC(=O)Nc1cccc2ccccc12)C(=O)c1ccc(NC(=O)CC#N)cc1,123,-1,6,9,-3.1,1.8,-3.2,11,3,16,-1.6
CCCCN(CC)CCCNC(=O)c1ccc(CS(=O)(=O)c2c(Cl)cccc2Cl)o1,105,-2,8,-2,-1.3,1.6,-0.9,25,0,6,-1.4
COc1cccc(CNC(=O)CCS(=O)(=O)c2ccc3c(c2)CC(C)N3C(=O)C2CC2)c1 (centres undefined),·,2,-6,-10,-2.5,0.9,1.9,13,6,13,2.3
COc1ccccc1NC(=O)C(=O)NCCC1CCCCN1S(=O)(=O)c1ccc(F)cc1 (centres undefined),101,-6,4,5,-1.4,2.2,2.6,-3,-8,9,1.4
O=C(COc1ccccc1Cl)NCc1ccco1,93,-3,-29,-17,-2.7,-2.2,-1.1,-9,1,15,1.8
Cc1cccc(C)c1NS(=O)(=O)c1ccc(-c2cnc(C3CC3)o2)cc1,100,1,-1,-15,2.9,0.3,-0.5,-54,·,-15,3.2
COCc1cc(C)n(CC(=O)Nc2ccc(N3CCOCC3)cc2)c(=O)c1C#N,105,0,-24,-1,-1.1,-2.4,-0.8,-19,-2,7,-0.9
CC(=O)N1CCN(c2ccccc2NC(=O)COc2cc(C)ccc2C(C)C)CC1,·,1,-2,-12,-3.3,-0.2,-2.9,-7,2,14,2.0
COc1ccc(N2CC(C(=O)OCC(=O)c3ccccc3)CC2=O)cc1 (centres undefined),100,3,12,-9,-1.1,1.4,0.6,1,-15,6,-0.3
Cc1nn2c(=O)c3c4c(sc3nc2n1-c1ccccc1)COC(C)(C)C4,105,·,·,·,·,2.5,0.7,·,0,·,1.5
CC(C)(C)N(Cc1ccccc1)C(=O)CN1C(=O)c2ccccc2C1=O,100,0,0,-4,-3.3,1.8,·,20,-8,15,·
CCCn1nnc(NC(=O)c2ccc(Br)cc2)n1,109,-1,-22,-8,-0.4,3.3,3.0,12,87,2,3.5
COc1ccc2nc3ccccc3nc2c1NC(=O)c1ccc(Br)cc1,116,1,9,-8,-0.5,-0.7,-1.0,-25,28,2,-0.5
O=C(NC1CCCCC1)c1cccc2c1C(=O)c1ccc(-c3ccc(OC(F)(F)F)cc3)cc1S2(=O)=O,102,-3,10,-2,1.6,1.0,1.6,-4,205,-9,1.9
Cc1cc(SCC(=O)NC(=O)c2cccn2C)nc2ccccc12,98,4,-12,2,-2.0,2.3,-0.3,-4,14,10,1.0
Cn1nc2sc3ccccc3n2c(=O)c1=O,·,3,-18,0,-0.7,-0.6,0.5,-7,-15,3,3.5
SMILES,DSG3 Ab inh,HTR5A ag,HTR5A inv ag,PKA-R1A activ,MOR-DOR ag,phage Ecoli inh,E coli growth,PfHsp90 set2,Mot1-301 SUMO,MOR-DOR inv ag,AddAB inh
CCCCN(C(=O)C1=CC=CN2CCS(=O)(=O)N=C12)c1ccccc1,100,10,-27,-8,2.9,2.7,·,5,·,-18,·
CC(C)COc1ccc(C(=O)Nc2ncn[nH]2)cc1,100,0,0,-5,-0.2,2.5,-0.2,16,-10,1,3.0
Cc1cccc(C)c1NC(=O)Cn1nc(-c2ccc(Cl)s2)ccc1=O,99,4,-42,1,-1.6,0.8,-1.5,-2,7,9,2.4
N#Cc1cnn2c3c(cnc12)C(=O)N1CCc2ccccc2C1C3 (centres undefined),101,-6,15,-7,-3.7,3.2,-1.0,9,5,21,-1.5
O=C(CC(=O)Nc1ccc(Br)cc1)Nc1ccc(Br)cc1,·,1,-4,4,1.6,1.4,-2.0,15,83,-7,0.4
CCOC(=O)c1sc2ncn(C(CC)C(=O)OC)c(=O)c2c1C (centres undefined),97,-3,-6,-16,1.3,1.2,0.1,-3,8,-8,2.5
CCOC(=O)N1CCN(C(=O)CN2C(=O)COc3ccc(C(C)(C)C)cc32)CC1,98,2,-5,2,0.4,3.9,-0.3,10,-13,-3,1.3
Cc1cccc(/C(N)=N/OC(=O)COc2ccccc2Cl)c1,·,3,7,-1,5.0,3.2,-0.2,-10,-11,-24,1.1
CCOc1ccc(C2CC(c3ccccc3)Nc3nc(N)nn32)cc1 (centres undefined),83,-4,10,0,-1.6,1.9,-1.5,·,-1,8,2.1
CC(C)(C)NC(=O)/C(=C/c1cccnc1)NC(=O)c1ccco1,111,·,·,·,·,2.5,1.3,·,1,·,1.6
Cc1ccc(/C=N/NC(=O)c2ccoc2C)s1,·,7,-2,-6,-2.8,2.8,2.9,13,5,13,3.6
CCCCNCc1cc(Br)c(OCc2cccs2)c(OC)c1,76,6,-16,-9,5.5,5.4,0.6,-3,10,-31,3.6
CCOC(=O)c1nc2ccccc2s1,103,6,-18,-5,-0.8,-1.3,-0.3,-39,-18,5,-3.0
Cc1ccc(NC(=O)C(c2ccccc2)N2CCN(C(=O)c3ccco3)CC2)cc1Cl (centres undefined),92,0,-1,11,3.9,3.2,-1.4,-14,-1,-17,0.6
Cc1cccc(NC(=O)CN(c2ccc(F)cc2)S(C)(=O)=O)c1,98,0,1,-3,-0.7,5.2,-0.1,-8,-10,4,4.4
O=C(N/N=C/c1cc([N+](=O)[O-])ccc1O)c1ccc(COc2ccc3c(c2)CCC3)o1,101,3,11,-15,-0.3,1.1,·,-13,10,1,·
COC(=O)[C@@]1(Cc2ccccc2)C=C[C@@H](C)N1C(C)=O,127,-7,19,-6,-2.1,0.7,0.5,6,5,11,2.1
O=C(NCc1cccnc1)NC(C(F)(F)F)C(F)(F)F,109,7,-2,-13,-1.3,1.3,-1.1,-4,52,7,-0.3
CCCCNC(=S)N(CCN(C)C)Cc1cc2cc3c(cc2[nH]c1=O)OCCO3,115,2,-1,1,-0.8,0.0,1.1,16,-9,4,0.5
CN1/C(=C\C=Nc2cc(S(=O)(=O)N3CCOCC3)ccc2N2CCOCC2)C(C)(C)c2ccccc21,86,2,17,-2,-2.4,3.4,-1.6,-15,-12,12,5.4
CN(CC(=O)O)c1ccc(C(F)(F)F)cc1[N+](=O)[O-],109,2,-5,1,-1.9,4.2,·,-8,·,10,·
Cc1ccn(CC(=O)NC2CCCN(Cc3ccc(CC(C)C)cc3)C2)n1 (centres undefined),105,-2,-4,-6,-1.6,1.2,1.4,14,-11,9,-0.9
Cc1cc(C)c2cc(C#N)c(N3CCCN(C(=S)NCCCN(C)C)CC3)nc2c1,105,-2,8,4,-0.3,0.8,-0.4,-12,13,2,-2.5
CCCCc1c(C)c2cc(C)ccc2[nH]c1=O,92,2,-19,5,6.8,3.1,-0.1,·,343,-35,-1.1
Cc1ccc(CNc2oc(-c3ccco3)nc2S(=O)(=O)c2ccccc2)cc1,104,-4,-13,-17,-1.9,2.1,0.0,65,0,10,2.1
SMILES,DSG3 Ab inh,HTR5A ag,HTR5A inv ag,PKA-R1A activ,MOR-DOR ag,phage Ecoli inh,E coli growth,PfHsp90 set2,Mot1-301 SUMO,MOR-DOR inv ag,AddAB inh
O=C(CNS(=O)(=O)c1cccs1)N1CCCC1,103,6,-17,-3,-0.8,-0.8,2.8,23,11,3,3.7
COc1cccc(C(N)=O)c1OC(=O)Cc1ccccc1F,93,-1,2,-9,-3.0,0.5,-2.6,-9,-15,17,0.8
CCOC(=O)CNC(=O)CSc1nnc(NC(=O)c2ccccc2Cl)s1,119,3,-8,-4,1.6,1.9,-2.5,·,-11,-8,0.7
COc1ccccc1CNc1nc2nc(C)c(C)c(=O)n2[nH]1,106,-3,5,-9,-1.8,2.1,-1.6,30,21,11,-0.2
COC(=O)Nc1ccc2c(c1)Nc1ccccc1CC2,105,2,-7,-1,1.5,0.9,2.2,8,18,-7,2.3
COc1cc2c(=O)n(CCCC(=O)NCC3CCCO3)c(=O)n(CC(=O)c3ccc(F)cc3)c2cc1OC (centres undefined),98,2,7,-1,0.5,0.7,1.5,14,5,-3,0.2
CCN(CC)c1ccc(C(=O)N/N=C/c2ccc(OC)cc2OC)cc1,108,-3,6,-1,-0.2,3.2,0.0,-17,-7,1,3.9
C=CCn1c(C)cc(C(=O)COC(=O)/C=C/c2ccc(OC)cc2)c1C,92,-5,12,0,-0.1,4.7,2.4,32,2,1,0.3
O=C(Nc1ccc(Cl)cc1)Nc1ccccc1Sc1ncc([N+](=O)[O-])s1,·,1,-17,-5,3.4,4.5,4.6,-18,-9,-17,2.6
O=C(NCCCO)NC12CC3CC(CC(C3)C1)C2,98,3,21,-2,-1.7,1.6,-1.2,·,·,10,2.0
O=C(CSc1ccc(-c2ccc(F)cc2)nn1)Nc1ccc2c(c1)OCCO2,·,3,16,1,-1.1,1.8,-2.1,-23,-18,6,0.5
CCn1ccc2cc(OC)ccc2c1=S,95,2,-22,2,-3.1,3.5,2.0,·,-9,18,5.5
CC(=O)OC1CC2(C)C(CCC2(O)C(C)=O)C2CCC3C(Cl)C(=O)CCC3(C)C12 (centres undefined),90,2,-10,-2,-1.8,0.7,·,-17,·,9,·
c1ccc(-c2ccc(-c3nc(-c4ccccn4)no3)cc2)cc1,98,3,15,-17,1.0,0.9,-0.6,27,-70,-6,0.5
Cc1ccc(NC(=O)C2CCCNC2=O)nc1 (centres undefined),102,-1,4,-3,-0.3,0.4,-2.4,-13,-3,2,0.4

# Profiles, looked up by structure. Values in the order: DSG3 Ab inh	HTR5A ag	HTR5A inv ag	PKA-R1A activ	MOR-DOR ag	phage Ecoli inh	E coli growth	PfHsp90 set2	Mot1-301 SUMO	MOR-DOR inv ag	AddAB inh
# Results for CCn1ccc2cc(OC)ccc2c1=S = 95	2	-22	2	-3.1	3.5	2.0	·	-9	18	5.5
# Results for CN(CC(=O)O)c1ccc(C(F)(F)F)cc1[N+](=O)[O-] = 109	2	-5	1	-1.9	4.2	·	-8	·	10	·
